aSyn yeast rescue – qHTS of alpha-syn Inhibitors: NCGC Sytravon Library Screen; S. cerevisiae alpha-synuclein toxicity rescue, BacTiter-Glo growth, 24 h; Potency, µM (doses to about 46.1 µM), for the others: top-dose growth rescue (activation), most hits filed as activators; 94,000 compounds, 0.02% hits; AID 1347070, 2019; active = well fitted activation curve with a large enough effect; inconclusive = small, poorly fitted or top-dose-only effect; note: 0% is about no effect
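Growth restoration measured by BacTiter-Glo luminescence after 24 hr at 30 deg C; alpha-synuclein yeast, raffinose-pregrown to mid-log, were added at OD600=0.02 in galactose medium onto pinned compounds.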
Active calls of the source: *; ? = inconclusive; [ ] = dose if it differs, or a comment. Potency is the fitted concentration of half-maximal effect. An excerpt; rates above refer to the full screens.

SMILES	aSyn yeast rescue
CCOC(=O)N1CCN(C(=O)c2c(C)nn(-c3cccc(C)c3)c2-n2cccc2)CC1	5%
O=C(NCCC1=CCCCC1)c1ccc2c(c1)N(Cc1ccccc1F)C(=O)c1ccccc1S2(=O)=O	-3%
COc1ccc(CNC(=O)Cn2cccc2C(=O)c2ccccc2C)cc1	-4%
O=C(COC(=O)c1ccc(S(=O)(=O)N2CCCCC2)cc1)NC1CCCCC1	6%
Cc1cccc(CCNC(=O)CCc2c(C)nc3c(c(C)nn3-c3ccccc3)c2C)c1	-4%
COc1ccc(CNC(=O)CN2C(=O)NC(C)(c3cccc4ccccc34)C2=O)cc1OC (configuration not stated)	-9%
Cc1cc(C)n(C(N)=NC(=O)c2ccccc2)n1	1%
COc1ccc(-c2noc(CC(=O)Nc3ccc(F)cc3F)n2)cc1	0%
COc1ccc(NC(=O)c2csc3c2CCCCC3)cc1	-4%
COc1ccc([N+](=O)[O-])cc1N(CC(=O)N1CCOCC1)S(C)(=O)=O	-5%
Cc1ccc2[nH]c3c(=O)n(CC(=O)N4CCCCC4)ncc3c2c1	9%
Cc1ccc(C(=O)N2CCN(CCNC(=O)C(=O)NC(C)C)CC2)cc1	-3%
COc1cc(C(=O)N/N=C/c2sc(N3CCOCC3)nc2-c2ccccc2)cc(OC)c1OC	17%
Cc1noc(/C=C/c2ccccc2F)c1S(=O)(=O)N1CCC(C(=O)Nc2ccc(C#N)cc2)CC1	7%
COc1cccc(/C=C/C(=O)OCC(=O)c2ccc[nH]2)c1	-6%
CC1=C(C#N)C(NC(=O)c2ccccc2Cl)(C(F)(F)F)C(=O)N1 (configuration not stated)	-8%
CC(C)(C)Nc1c(-c2cccs2)nc2ccccn12	-11%
Brc1ccc2nc(-c3ccccc3)c(Nc3ccc4c(c3)OCO4)n2c1	1%
Cc1ccc(NC(=O)CCc2c(C)nc3ncnn3c2C)cc1Cl	1%
CCN(CC)CCNC(=O)c1[nH]c2ccccc2c1Sc1ccc(Cl)cc1	6%
CN(CC(=O)Nc1cccc(F)c1)C(=O)c1sccc1-c1ccccc1	0%
CC(=O)Nc1ccc(Cl)cc1C(=O)c1ccc[nH]1	-1%
Cc1oc(-c2ccc(C(=O)NCc3ccccc3)cc2)nc1CS(=O)(=O)c1ccccc1	8%
O=C(CSc1nc(=O)[nH]c2c1CCCC2)Nc1ccccc1C(F)(F)F	-7%
Cc1cc(C)c(C)c(OCC(=O)Nc2ccc(S(=O)(=O)Nc3nc(C)cc(C)n3)cc2)c1	9%

More structures:
SMILES	aSyn yeast rescue
O=C(Nc1ccc(Br)cn1)c1ccc(Cl)s1	-16%
CN(CC(=O)Nc1cccc(F)c1)C(=O)c1ccc(-c2cccc(C(F)(F)F)c2)o1	-5%
COc1ccc(-c2noc(CNC(=O)c3ccoc3C)n2)cc1	2%
Cc1cccc(CNC(=O)c2cccc(NC(=O)N3CCSc4ncccc43)c2)c1	5%
Nc1c(Br)cc(Br)c2c1[nH]c(=O)c1ccccc12	6%
COc1ccc(-c2ccc3c(c2)O[C@@H](CN(C)C(=O)c2ccccc2F)[C@@H](C)CN([C@@H](C)CO)S3(=O)=O)cc1	4%
Cc1ccc2nc(Cl)c3cc(C(=O)NC4CCCCC4)sc3c2c1	-7%
CCC(=O)N1CCc2cc(Br)cc(S(=O)(=O)N3CCN(c4ccccc4)CC3)c21	-1%
Cc1cccc(N(CC(=O)NC(C)c2ccccc2)S(=O)(=O)c2ccccc2)c1C (configuration not stated)	5%
Cc1cccc(NC(=O)c2c(NC(=O)c3ccccc3)sc3c2CCCC3)c1	-22%
CNC(=O)c1ccc(NC(=O)CCNC(=O)Nc2ccccc2)cc1	17%
O=C(COc1ccc([N+](=O)[O-])cc1)Nc1ccccc1C(=O)NC1CC1	6%
CCOC(=O)CSc1nnc(Cn2c(=O)sc3ccccc32)n1C	4%
CCC(=O)N1CCc2cc(S(=O)(=O)CCC(=O)N3CCN(c4ccc(C(C)=O)cc4)CC3)ccc21	-4%
CCOCc1nnc(NC(=O)CCS(=O)(=O)Cc2ccccc2)s1	2%
Cc1cc(C)n2nc(C(=O)N/N=C/c3cccc(Cl)c3)nc2n1	0%
CN(C)CCN(C(=O)c1ccco1)c1nc2c(F)cc(F)cc2s1	-6%
CCCCN1C(=O)C(CC(=O)NCCN2CCOCC2)CC(C(=O)N(CC)CC)=C1C (configuration not stated)	-2%
O=C(O)CNC(=O)c1ccc(NS(=O)(=O)c2ccc3ccccc3c2)cc1	2%
Cc1cc(F)ccc1NC(=O)CCS(=O)(=O)c1cccc2nsnc12	-1%
C[C@@H]1CN([C@H](C)CO)C(=O)c2c(c3ccccc3n2C)-c2ccccc2CO[C@H]1CN(C)Cc1cccc(C(=O)O)c1	7%
CC1CN(C(=O)N2CCC(C(=O)NC3CCCCCC3)CC2)c2ccccc2O1 (configuration not stated)	5%
CCOC(=O)Cn1nc(N2CCN(c3ccc(F)cc3)CC2)ccc1=O	7%
COc1cc(NC(=O)NCCc2c(C)nn(C)c2C)cc(OC)c1OC	1%
CCc1ccc(NC(=S)Nc2cc(OC)c(NC(=O)C(C)C)cc2OC)cc1	-6%

Additional structures follow.
SMILES	aSyn yeast rescue
CCOc1ccc(C(=O)NCCc2sc3nc(-c4ccc(Cl)cc4)nn3c2C)cc1OCC	-7%
CCN(c1ccccc1)S(=O)(=O)c1ccc(Cl)c(NC(=O)CN2CCCCCC2)c1	-9%
COc1ccc(C(=O)CCC(=O)Nc2ccccc2C)cc1	1%
Cc1cccc(N2CCN(C(=O)CS(=O)(=O)c3cccc4nsnc34)CC2)c1C	-1%
COc1ccc(CCNC(=O)c2cc(=O)c3cc(C)c(C)cc3o2)cc1OC	6%
Cc1ccc(NC(=O)CSc2nc3ccc(NC(=O)c4cccc(Cl)c4)cc3s2)c(C)c1	-6%
COc1ccc(CCNC(=O)CCNS(=O)(=O)c2cccc(Cl)c2)cc1OC	-9%
CC(=O)N1N=C(c2cccc(NS(C)(=O)=O)c2)CC1c1cccs1 (configuration not stated)	1%
CC1=C(C(=O)N(C)C)CC(CC(=O)NC2CC2)C(=O)N1Cc1ccccc1 (configuration not stated)	1%
CC(=O)c1ccc(NC(=O)c2cc(-c3ccc(Cl)c(Cl)c3)on2)cc1	11%
COc1ccc(NS(=O)(=O)c2ccc(NC(=O)N3CCCC3)cc2)cc1	-8%
O=C(NCCc1ccc(Cl)cc1)c1c2c(nc3ccccc13)C(=O)N(C1CCCCC1)C2	3%
Cc1nn(C)c(C)c1CN(C)C(=O)C1(C)CC1(Br)Br (configuration not stated)	17%
O=c1[nH]c(=S)c2ncn(-c3ccccc3)c2[nH]1	-3%
Oc1c(C(c2ccc(Cl)cc2)N2CCC3(CC2)OCCO3)sc2nc(-c3ccco3)nn12 (configuration not stated)	-1%
O=C(NCc1ccncc1)C(=O)N/N=C/c1ccccn1	5%
COCn1ccnc1C(=O)c1ccco1	-6%
CC1CCCCN1C(=O)CSc1nnc(-c2cccc(Cl)c2)o1 (configuration not stated)	9%
CCOC(=O)C1=CN(Cc2ccc(OC)cc2)C=C(C(=O)OCC)C1c1cccs1	11%
CCN1CCN(c2cc(C)c3cc(NC(=S)N4CCCC(C)C4)ccc3n2)CC1 (configuration not stated)	-2%
CCc1ccccc1S(=O)(=O)Cc1ccc(C(=O)NCc2ccc(Cl)cc2)o1	?
Cc1ccc(NC(=O)N2CCN(S(=O)(=O)c3ccccc3)CC2)cc1	-7%
Oc1ccc(/C=C/c2nc(-c3ccccc3O)n(-c3ccccc3)n2)c(O)c1	-32%[inhibitor]
COc1ccccc1CNC(=O)C(=O)NCC1CCCN1S(=O)(=O)c1cc(C)ccc1C (configuration not stated)	4%
CCOC(=O)c1sc(NC(=O)/C=C/c2ccc(C(C)C)cc2)c(C(=O)OCC)c1C	-6%

Exported as a markdown table: part of the list above.
| Structure | aSyn yeast rescue |
| --- | --- |
| O=C(CSc1nc(=O)[nH]c2c1CCCC2)Nc1ccccc1C(F)(F)F | -7% |
| Cc1cc(C)c(C)c(OCC(=O)Nc2ccc(S(=O)(=O)Nc3nc(C)cc(C)n3)cc2)c1 | 9% |
| O=C(Nc1ccc(Br)cn1)c1ccc(Cl)s1 | -16% |
| CN(CC(=O)Nc1cccc(F)c1)C(=O)c1ccc(-c2cccc(C(F)(F)F)c2)o1 | -5% |
| COc1ccc(-c2noc(CNC(=O)c3ccoc3C)n2)cc1 | 2% |

A portion taken from the entries so far, for reference:
SMILES	aSyn yeast rescue
COc1ccc(CCNC(=O)c2cc(=O)c3cc(C)c(C)cc3o2)cc1OC	6%
Cc1ccc(NC(=O)CSc2nc3ccc(NC(=O)c4cccc(Cl)c4)cc3s2)c(C)c1	-6%
COc1ccc(CCNC(=O)CCNS(=O)(=O)c2cccc(Cl)c2)cc1OC	-9%
CC(=O)N1N=C(c2cccc(NS(C)(=O)=O)c2)CC1c1cccs1 (configuration not stated)	1%
CC1=C(C(=O)N(C)C)CC(CC(=O)NC2CC2)C(=O)N1Cc1ccccc1 (configuration not stated)	1%

The results go on.
SMILES	aSyn yeast rescue
COc1ccccc1NC(=O)CN(c1ccc(C(C)C)cc1)S(=O)(=O)c1c(C)noc1C	5%
Clc1ccccc1-c1nnc2n1-c1ccccc1SC2	5%
O=C(CCCCCN1C(=O)C2C3C=CC(C3)C2C1=O)Nc1nccs1 (configuration not stated)	2%
Cc1ccc(Cn2ccnc2SCC(=O)NCc2ccc(F)cc2)cc1	10%
Cc1ccc(NC(=O)c2ccc(C)c(S(=O)(=O)N3CCCCCC3)c2)cc1	21%
O=C1NC2(CCCC2)C(=O)N1CC(=O)N(Cc1ccccc1)c1ccccc1	-2%
CCc1nc(N2CCC3(CC2)OCCO3)c2nnn(Cc3ccccc3)c2n1	1%
O=C(c1cc(COc2c(F)cccc2F)on1)N1CCSCC1	-4%
Cc1ccc(/C=N/N2CCCCC2)o1	1%
Cc1ccc(SCc2c(C(=O)N/N=C/c3ccc(C)o3)nnn2-c2nonc2N)cc1	2%
CC(=O)Nc1ccc(S(=O)(=O)Oc2ccc(/C=N/N=C3/NC(=O)C(CC(=O)O)S3)cc2)cc1 (configuration not stated)	-3%
Cc1ccc(NS(=O)(=O)c2cn(C)c(=O)n(C)c2=O)c(C)c1	-5%
N#Cc1ccccc1OCC(=O)N1CCN(c2ccccc2)CC1	12%
O=C(NCC1CCCO1)c1ccc(Cl)c(NS(=O)(=O)c2ccc(F)cc2)c1 (configuration not stated)	3%
CN(Cc1cnn(-c2ccccc2)c1)C(=O)c1cccc(S(=O)(=O)N(C)c2ccccc2)c1	-3%
Cn1cc(S(=O)(=O)NCCc2ccccc2)c(=O)n(C)c1=O	6%
O=C(Cc1ncon1)Nc1ccc(F)c(F)c1F	4%
CCOC(=O)c1c(C)cc(C)[nH]c1=O	3%
O=C(C1=C(O)C(=O)N(CC2CCCO2)C1c1ccccc1F)c1ccco1 (configuration not stated)	3%
CCCCNC(=O)CCCN1C(=O)CCn2nc(-c3cccn3C)cc21	-10%
COc1ccccc1OCC(=O)Nc1c(C(=O)c2ccc(F)cc2)oc2ccccc12	-12%
CC(=O)Nc1c(C)nn(-c2ccccc2)c1N1CCC(C(=O)Nc2ccc(F)cc2Cl)CC1	4%
CC1CN(c2nc3ccccn3c(=O)c2/C=C(\C#N)C(N)=O)CC(C)O1 (configuration not stated)	1%
Cc1ccc(NC(=O)C(=O)NCCc2c[nH]c3ccccc23)c(C)c1	-3%
O=C(CN1CCCCC1)NN(Cc1ccccc1)c1ccccc1	-5%
Cc1ccc(Cn2c(CCNC(=O)C(C)C)nc3ccccc32)cc1	1%

A second format for 2 compounds above.
canonical_smiles,aSyn yeast rescue
Cc1ccc(SCc2c(C(=O)N/N=C/c3ccc(C)o3)nnn2-c2nonc2N)cc1,2%
CC(=O)Nc1ccc(S(=O)(=O)Oc2ccc(/C=N/N=C3/NC(=O)C(CC(=O)O)S3)cc2)cc1 (configuration not stated),-3%
